# RGS12 GoLoco inh: inhibitors of human Gai1-RGS12 GoLoco interaction (red fluorophore); actives 0.44% (n = 230,000); AID 880; P63096; Gai1:RGS12 GoLoco peptide FP, rhodamine, 10 min; Potency, µM (series often up to 61.6 µM), without a hit: top-dose activity, negative = inhibition, usual class: inhibitors; active = well fitted inhibition curve with a large enough effect, not every such curve was filed as active; inactive = no such curve, though single readings can be large or run the other way; also: nearly all actives have a fitted effect of over 30% in size; many of its hits are not listed in these tables
# Tau ThT inhib: blocks human tau fibril formation measured by thioflavin T; Potency, µM (doses to about 57.4 µM), for inactives: top-dose activity, negative = inhibition, hits mostly inhibitors; actives 2.1% (n = 270,000); recombinant tau K18 P301L (four-repeat tau fragment), heparin-induced fibrillization, ThT fluorescence; P10636; AID 1460; also: nearly all actives have a fitted effect of over 55% in size
#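 In this qHTS, human K18 P301L tau is incubated with compound and heparin for 6 hr at 37 C, and Thioflavin T fluorescence then reports fibril load.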
# RECQ1 inh: inhibitors of human RECQ1 DNA helicase. actives 0.54% (n = 240,000). Potency, µM (series often up to 57.3 µM), for the others: top-dose activity, negative = inhibition, hits mostly inhibitors. RECQ1 DNA unwinding, red fluorescence kinetic read;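 also: plate controls were vehicle for no effect and no enzyme for full effect; nearly all actives have a fitted effect of over 30% in size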
# Target sequence (P46063 whole entry, looked up): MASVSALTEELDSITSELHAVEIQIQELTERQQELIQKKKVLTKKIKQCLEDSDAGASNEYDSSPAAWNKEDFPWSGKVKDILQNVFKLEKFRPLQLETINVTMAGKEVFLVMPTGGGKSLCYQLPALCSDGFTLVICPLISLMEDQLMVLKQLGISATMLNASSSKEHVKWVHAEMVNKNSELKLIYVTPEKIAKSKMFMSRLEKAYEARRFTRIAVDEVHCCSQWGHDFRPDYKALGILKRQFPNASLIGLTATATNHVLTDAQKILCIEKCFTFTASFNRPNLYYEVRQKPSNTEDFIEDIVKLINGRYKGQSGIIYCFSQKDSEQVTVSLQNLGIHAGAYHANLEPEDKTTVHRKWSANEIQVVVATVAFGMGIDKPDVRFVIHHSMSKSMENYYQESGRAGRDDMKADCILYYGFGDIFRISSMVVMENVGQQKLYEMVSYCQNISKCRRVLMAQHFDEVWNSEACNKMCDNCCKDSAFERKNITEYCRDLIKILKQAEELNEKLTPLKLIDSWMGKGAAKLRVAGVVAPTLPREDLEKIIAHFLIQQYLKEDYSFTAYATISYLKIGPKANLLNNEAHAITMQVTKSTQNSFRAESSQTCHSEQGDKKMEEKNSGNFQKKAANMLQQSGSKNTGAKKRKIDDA
#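 50 nM RECQ1T1 preincubated 15 min with compound in Tris pH 8.0 buffer with MgCl2, DTT, Tween-20 and 2.5 ug/ml poly(dI-dC); started with 200 nM TAMRA/BHQ-2 forked duplex and 2 mM ATP. Unwinding read as fluorescence (525/598 nm), two reads 2 h apart.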
# TRb SRC2 PPI: disrupts binding of human TR beta to SRC2. actives 0.065% (n = 280,000). Potency, µM (doses to about 106 µM), for inactives: at the top dose activity change, negative = inhibition, hits mostly inhibitors. AID 1469. TRbeta-SRC2 peptide binding, fluorescence polarization; receptor liganded with 1 µM T3. P10828;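 also: plate controls were bound peptide for no effect and peptide without receptor for full effect; nearly all actives have a fitted effect of over 50% in size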
# Target sequence (P10828 whole entry, looked up): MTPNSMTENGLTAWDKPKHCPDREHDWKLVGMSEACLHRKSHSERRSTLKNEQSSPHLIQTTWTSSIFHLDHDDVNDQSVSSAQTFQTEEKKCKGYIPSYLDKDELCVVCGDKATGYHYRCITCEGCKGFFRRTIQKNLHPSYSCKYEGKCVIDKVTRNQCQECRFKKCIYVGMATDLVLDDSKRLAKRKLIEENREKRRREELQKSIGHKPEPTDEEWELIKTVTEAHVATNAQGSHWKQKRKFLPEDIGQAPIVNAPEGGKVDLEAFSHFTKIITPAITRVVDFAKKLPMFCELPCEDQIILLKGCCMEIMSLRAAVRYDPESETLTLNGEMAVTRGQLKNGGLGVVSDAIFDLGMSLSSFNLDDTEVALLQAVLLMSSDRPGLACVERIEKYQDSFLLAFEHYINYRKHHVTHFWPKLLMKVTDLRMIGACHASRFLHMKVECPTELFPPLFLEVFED
#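 Quantitative HTS by FP: 0.6 uM TRb LBD, 20 nM labeled SRC2 20-mer, 1 uM T3, 5% DMSO; 5 hr ambient incubation; % activity per concentration and potencies from concentration series.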
# Tau FP inhib: tau fibrillization inhibition (FP); Potency, µM (highest dose often 57.7 µM), for the others: top-dose activity, negative = inhibition, actives largely listed as inhibitors; K18 P301L tau heparin fibrillization, Alexa594 FP, 6 h; P10636; actives 0.39% (n = 280,000); also: nearly all actives have a fitted effect of over 55% in size
#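 Quantitative HTS format: compounds meet 15 uM recombinant K18 P301L tau and Alexa 594-tau tracer in 100 mM sodium acetate pH 7; 20 uM heparin triggers fibrillization at 37 C over 6 hr; FP gives the signal.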
# TR SRC2 fluor cs: Texas Red fluorescence interference in TRb-SRC2 counter-screen; TRb/SRC2 Texas Red total fluorescence interference; Potency, µM (top dose mostly 106 µM), inactives show at the top dose fluorescence change, negative = quenching; actives 0.29% (n = 280,000); AID 1479; active = well fitted curve in either direction with a large enough effect; inconclusive = small, poorly fitted or top-dose-only effect
#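 Human TRβ ligand-binding domain (0.6 uM) and Texas Red SRC2 peptide (20 nM) in Tris buffer with 1 uM T3 and 5% DMSO were incubated with pinned compound for 5 hr at ambient temperature. Total fluorescence was computed as S + 2P (555/632 nm).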
# L3MBTL1 inh: L3MBTL1 (human) inhibition; Potency, µM (titrated, usually from 57.1 µM), inactives show at the highest dose activity, negative = inhibition, actives largely listed as inhibitors; AID 485360; actives 0.66% (n = 230,000); AlphaScreen L3MBTL1–H3K9me1 peptide binding; also: nearly all actives have a fitted effect of over 60% in size
#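 Read-out is AlphaScreen signal from streptavidin donor and nickel chelate acceptor beads (10 ug/mL final each) bridging L3MBTL1 (50 nM) and biotinylated K9-monomethylated H3(1-15) peptide (75 nM), after 30 min compound exposure at room temperature.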
# KDM4E inh: blocks human JMJD2E demethylase activity | Potency, µM (highest dose often 57.1 µM), for inactives: top-dose activity change, negative = inhibition, hits mostly inhibitors | actives 1.6% (n = 230,000) | AID 2147 | B2RXH2 | JMJD2E catalytic domain, FDH-coupled NADH fluorescence (FDH is formaldehyde dehydrogenase); active = well fitted inhibition curve with a large enough effect, not every such curve was filed as active; inconclusive = small, poorly fitted or top-dose-only effect, or another doubt; inactive = no such curve, though single readings can be large or run the other way;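 also: 0% = wells with enzyme and -100% = buffer wells without enzyme; nearly all actives have a fitted effect of over 50% in size; many of its hits are not listed in these tables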
# * = called active by the depositor; i = inactive; ? = inconclusive; · = no result given; & = joins results of further samples; [ ] = dose if it differs, or a comment. Unless noted, calls follow the shape of the dose curve; as a rule, active = well fitted curve in the direction sought with a large enough effect; inconclusive = small, poorly fitted or top-dose-only effect, or another doubt; inactive = no such curve, though single readings can be large; an effect the other way counts as inactive or inconclusive. Unless noted, % is scaled to controls: 0 for no effect and ±100 for the full control effect; potency is read from the fitted curve at half-maximal effect. These rows are one share of the data, so the mix of outcomes need not match the whole.
SMILES,RGS12 GoLoco inh,Tau ThT inhib,RECQ1 inh,TRb SRC2 PPI,Tau FP inhib,TR SRC2 fluor cs,L3MBTL1 inh,KDM4E inh
O=C(CCC(=O)N1Cc2ccccc2Oc2ncccc21)NCc1ccccc1Cl,·,7%,·,6%,-6%,0%,·,·
Cc1occc1C(=O)NNC(=O)Cc1ccccc1,-4%,-8%,-2%,1%,-9%,-1%,-1%,5%
COc1ccc(NC(=S)NCCc2ccc(F)cc2)c(OC)c1,11%,-6%,0%,-5%,11%,-3%,-5%,8%
COc1ccc(-n2nc(C)c3c(C(F)(F)F)cc(-c4cccnc4)nc32)cc1,·,-6%,·,-6%,-5%,1%,·,·
CCOC(=O)c1ccccc1NC(=O)CSc1nnc(C(C)C)n1CC,4%,-9%,-1%,7%,9%,-2%,8%[11.4 µM],3%
Cc1ccc(C2(C)CC(C)(C)N(C(=O)CSc3nnc(C)s3)c3ccccc32)cc1 (stereo not given),-2%,?,-11%,-8%,-4%,-3%,-7%,1%
CC(C)(C)C(=O)OCc1cc(=O)n2nc(C3CC3)sc2n1,·,-3%,·,6%,-4%,-12%,·,·
Nc1nc(SCC(=O)O)[nH]c(=O)c1NC(=O)c1ccccc1F,-1%,1%,-2%,2%,1%,-2%,·,-6%
COc1ccccc1C(=O)O/N=C(/C)c1ccc(N2C(=O)C3CCCCC3C2=O)cc1 (stereo not given),3%,?,-18%,-21%,-13%,-2%,5%,-4%
O=S1(=O)N=CN(Cc2cccc(F)c2)c2ccccc21,2%,-5%,i,-5%,3%,1%,0%,7%
O=C(Nc1ccc2[nH]ccc2c1)c1ccccc1,11%,?,i,7%,9%,2%,-8%,-5%
COc1cccc(CC(=O)Nc2nc(C)cs2)c1,25%,0%,-12%,3%,3%,0%,-6%,-10%
COc1cccc(-c2nc(-c3ccccc3)nc(N3CCN(C)CC3)c2C#N)c1,5%,-4%,4%,10%,-1%,-1%,-6%,-3%
CCCc1noc(-c2ccc(N3CCCCC3)c([N+](=O)[O-])c2)n1,·,4%,·,0%,0%,-1%,·,·
O=C(Cn1c(=O)sc2ccccc21)Nc1ccc(S(=O)(=O)N2CCCC2)cc1,-4%,1%,-3%,4%,?,-1%,-1%,4%
CCCCOc1ccc(C2=NC(c3cccs3)=Nc3ccc(OC)cc3N2)cc1,·,?,·,0%,3%,1%,·,·
COc1ccc2cc3cc(C(=O)N4CCN(c5ccccc5)CC4)oc3nc2c1,4%,-8%,i,0%,5%,-3%,·,0%
Cc1ccccc1NC(=S)N=Nc1c(O)n(C)c2ccc(S(=O)(=O)N3CCOCC3)cc12,11%,7%,9%,-6%,0%,-1%,-16%,3%
COc1ccc(N(CC(=O)Nc2ccc3c(c2)OCO3)S(=O)(=O)c2ccccc2)c(OC)c1,-6%,5%,-20%,0%,1%,-4%,-3%,-3%
O=C(/C(=C(/[O-])c1ccccc1)[n+]1ccccc1)c1ccc([N+](=O)[O-])cc1,41%[activator],3%,-1%,5%,8%,-6%,-3%,2%
Cc1ccc(Nc2nc(NCCCN3CCOCC3)nc(N)c2[N+](=O)[O-])cc1C,6%,?,-12%,-4%,-3%,0%,?,10%
CCNS(=O)(=O)c1cc(Br)ccc1OC,12%,-1%,-10%,-17%,-3%,3%,-3%,2%
O=C(NC1CCS(=O)(=O)C1)N1CCCCC1 (stereo not given),10%,-13%,10%,-4%,-3%,-4%,·,4%
Cc1cc(C)c(NC(=O)CS(=O)CC(=O)N2CCN(c3ccc(F)cc3)CC2)c(C)c1 (stereo not given),-2%,-14%,0%,-17%,-1%,-2%,-5%,2%
Cn1nc(-c2ccccc2)c(-c2ccccc2)c(C(=O)Nc2ccccc2C(N)=O)c1=O,·,-7%,·,4%,0%,-2%,·,·
# The list goes on.
SMILES,RGS12 GoLoco inh,Tau ThT inhib,RECQ1 inh,TRb SRC2 PPI,Tau FP inhib,TR SRC2 fluor cs,L3MBTL1 inh,KDM4E inh
Cc1ccc(-c2nc3c(=O)n(C)c4ccccc4c3o2)cc1,1%,-5%,-12%,-3%,-8%,-4%,-2%,?
COc1ccccc1NC(=O)Nc1ncccc1C,-12%,-4%,-14%,2%,-8%,-2%,3%,-2%
CO/N=C(/C(=O)N[C@H]1C(=O)N2C(C(=O)O)=C(COC(C)=O)CSC12)c1csc(N)n1 (stereo not given in full),7.9µM*,?,-1%,4%,-15%,0%,·,-15%
CC(C)N1CCc2nc(SCC(=O)Nc3cccc(F)c3)[nH]c(=O)c2C1,·,-11%,·,9%,5%,-1%,·,·
COc1ccccc1N(C(=O)CNC(=O)c1ccco1)C(C(=O)NC1CCCC1)c1ccncc1 (stereo not given),-8%,2%,-13%,-21%,3%,0%,-1%,-9%
COc1ccc(NC(=O)Cn2nc(C)c([N+](=O)[O-])c2C)cn1,10%,-10%,-10%,-1%,-15%,1%,·,5%
Cc1cc(C)n(-c2ncnc3sc(C)c(C)c23)n1,5%,0%,-5%,-4%,-6%,2%,4%,?
COc1ccc(NC(=O)CC2C(=O)N(c3ccc(F)cc3)C(=O)N2Cc2ccco2)cc1 (stereo not given),·,5%,·,4%,1%,-3%,·,·
CCOc1cc2c(cc1OCC)C(C(=O)O)C(c1cc(OC)c(OC)c(OC)c1)N(C)C2=O (stereo not given),-12%,6%,0%,8%,2%,1%,0%,?
CCCCOc1ccccc1Cn1c(=O)oc2ccccc21,8%,-29%,i,-1%,-4%,0%,58%[activator],-4%
CCN(CC)c1ncnc2scc(C3COc4ccccc4O3)c12 (stereo not given),5%,?,-3%,0%,-11%,-2%,15%,4%
CCc1cccc(NC(=O)CCN2C(=O)c3ccccc3Sc3ncccc32)c1,·,0%,·,9%,1%,-1%,·,·
O=S(=O)(Cc1ccccc1)c1ccccc1-c1nnc(-c2ccccc2)o1,-2%,-3%,-5%,3%,-8%,-8%,16%,?
COc1cc(/C=N/NC(=O)c2c(-c3ccccc3)noc2C)cc(OC)c1OC,5%,3%,-9%,3%,-4%,1%,6%,?
CN(C)c1ccc(/C=C/c2cc[n+]([O-])cc2)cc1,3%,?,-6%,5%,3%,-2%,0%,-7%
CCCCN(C(=O)NC(=O)Nc1ccccc1C)S(C)(=O)=O,10%,-7%,i,-5%,1%,1%,3%,-1%
COc1ccc(CNC(=O)C(c2ccncc2)N(C(=O)Cc2cccs2)c2cccc(C)c2)cc1 (stereo not given),5%,-13%,-13%,-6%,11%,-2%,-4%,-1%
CCn1cc(C(=O)OCC(=O)c2cc(C)n(-c3ccc(OC(F)F)cc3)c2C)c(=O)c2ccc(C)nc21,2%,?,-9%,-2%,9%,0%,-9%,-3%
O=C(COC(=O)C1COc2ccccc2O1)NC(=O)Nc1ccc2c(c1)OCCO2 (stereo not given),4%,-2%,0%,4%,-7%,0%,5%,-10%
CCOc1cc(C2Nc3ccccc3C(=O)N2c2ccccc2)c(Br)cc1OCC(=O)O (stereo not given),9%,2%,1%,-6%,16%,-1%,4%,?
CCOc1ccc2c(c1)c(=O)c(C(=O)c1ccc(CC)cc1)cn2CC(=O)Nc1ccccc1C,·,?,·,-7%,?,-1%,·,·
C=CCN(C(=O)CNC(=O)c1ccco1)C(C(=O)NC1CCCCC1)c1ccccc1F (stereo not given),-3%,-5%,-3%,-4%,4%,-5%,-2%,10%
O=C(NC1CCCC1)C(c1ccncc1)N(C(=O)Cc1cccs1)c1ccccc1 (stereo not given),9%,-1%,i,0%,2%,0%,-5%,-8%
O=C(Nc1ccn(Cc2c(F)c(F)cc(F)c2F)n1)c1cccc(Cn2cc([N+](=O)[O-])cn2)c1,5%,-5%,-7%,3%,-6%,0%,·,-1%
COc1ccc(CCNC(=O)c2ccc3c(c2)ncn3-c2ccc(C)cc2C)cc1OC,·,?,·,9%,-6%,-2%,·,·

# As a working copy, three of the compounds above:
SMILES,RGS12 GoLoco inh,Tau ThT inhib,RECQ1 inh,TRb SRC2 PPI,Tau FP inhib,TR SRC2 fluor cs,L3MBTL1 inh,KDM4E inh
Cc1ccc(-c2nc3c(=O)n(C)c4ccccc4c3o2)cc1,1%,-5%,-12%,-3%,-8%,-4%,-2%,?
COc1ccccc1NC(=O)Nc1ncccc1C,-12%,-4%,-14%,2%,-8%,-2%,3%,-2%
CO/N=C(/C(=O)N[C@H]1C(=O)N2C(C(=O)O)=C(COC(C)=O)CSC12)c1csc(N)n1 (stereo not given in full),7.9µM*,?,-1%,4%,-15%,0%,·,-15%

# Later entries:
SMILES,RGS12 GoLoco inh,Tau ThT inhib,RECQ1 inh,TRb SRC2 PPI,Tau FP inhib,TR SRC2 fluor cs,L3MBTL1 inh,KDM4E inh
CC1CCN(S(=O)(=O)c2ccc(C(=O)Nc3nc4ccc(F)cc4s3)cc2)CC1,·,12%,·,-4%,-12%,-1%,·,·
COc1cccc(NC(=S)N2CCCC2)c1,-4%,0%,i,6%,6%,-1%,6%,0%
COc1cc(OC)c(C2=NOC(C(=O)NCCc3ccccc3)C2)cc1Cl (stereo not given),-5%,-13%,1%,-1%,0%,5%,·,-12%
CCn1nc(NC(=O)c2ccco2)c2cc3cc(C)ccc3nc21,1%,-17%,-9%,0%,3%,-1%,41%[activator],?
Cc1cnc([N+](=O)[O-])n1CCOC(=O)NC(=O)c1ccc(C(F)(F)F)cc1,-5%,4%,5%,2%,0%,-2%,-10%,-5%
O=C1CCC(/C=C/c2ccccc2)=NN1Cc1ccc(Cl)c(Cl)c1,2%,?,-16%,0%,-4%,-5%,·,-4%
CCC(C)NC(=O)CCc1c(C)nc2nc(-c3cc(OC)cc(OC)c3)nn2c1C (stereo not given),1%,9%&2%,4%,-3%&-5%,-4%&-2%,-1%&1%,-10%,-1%
CCOc1ccccc1N(CC)C(=O)Cn1ncc2c1-c1ccccc1OC2,·,-11%,·,3%,3%,4%,·,·
Cc1ccc2nc(C)c(C(=O)N/N=C/c3ccc(C(=O)O)cc3)cc2c1,6%,-3%,3%,3%,0%,-2%,-30%,-2%
Cc1ccccc1Nc1cc2ccccc2c(=O)[nH]1,-11%,?,-3%,?,?,-5%,-14%,?
CCCC[C@@H]1C[C@H]1C(NC(=O)c1cccnc1)c1ccc(-c2ccccc2)cc1 (stereo not given in full),1%,-6%,1%,-6%,-1%,-2%,·,-19%
